Screening data (PubChem BioAssay)
Kir21 block: inhibitors of mouse Kir2.1 inward-rectifier potassium channel. P35561. HEK293-Kir2.1, FluxOR thallium flux fluorescence; stronger effect = lower value. B-score at 10 µM. hit rate 0.85% among 310,000. AID 1672;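 active = fluorescence ratio B-score at or below minus 3 SD of library scores, with starting-brightness B-score within 2 SD, cut at about -4.2 in these data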;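 also: channel flux triggered by added potassium and thallium sulfate stimulus; B-score of peak minus minimum fluorescence over baseline after thallium stimulus; more negative B-score means stronger Kir2.1 block with less thallium influx; some compounds called inactive have numbers as strong as hits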
Target sequence (P35561 whole entry, looked up): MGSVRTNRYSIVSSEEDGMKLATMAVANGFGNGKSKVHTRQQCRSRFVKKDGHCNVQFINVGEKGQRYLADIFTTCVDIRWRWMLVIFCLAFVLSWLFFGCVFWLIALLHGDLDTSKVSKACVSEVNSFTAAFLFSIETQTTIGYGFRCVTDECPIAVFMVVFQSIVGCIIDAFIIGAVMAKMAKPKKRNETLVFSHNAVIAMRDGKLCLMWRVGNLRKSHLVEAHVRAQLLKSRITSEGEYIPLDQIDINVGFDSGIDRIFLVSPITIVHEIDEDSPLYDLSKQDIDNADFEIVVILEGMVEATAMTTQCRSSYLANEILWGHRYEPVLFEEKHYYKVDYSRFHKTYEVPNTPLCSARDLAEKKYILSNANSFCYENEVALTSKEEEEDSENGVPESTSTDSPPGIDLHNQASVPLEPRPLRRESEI
CHT block: inhibitors of human choline transporter CHT; hit rate 0.86% among 310,000; B-score at 10 µM; AID 488975; CHT-expressing cells, membrane potential dye, choline response; stronger effect = lower value; Q9GZV3;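 active = B-score over 3 SD under the library average, and starting fluorescence ratio not unusually high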;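 also: choline stimulus applied at its EC90 after an EC20 pre-addition; B-score computed on integrated fluorescence ratio after choline addition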
Target sequence (Q9GZV3 whole entry, looked up): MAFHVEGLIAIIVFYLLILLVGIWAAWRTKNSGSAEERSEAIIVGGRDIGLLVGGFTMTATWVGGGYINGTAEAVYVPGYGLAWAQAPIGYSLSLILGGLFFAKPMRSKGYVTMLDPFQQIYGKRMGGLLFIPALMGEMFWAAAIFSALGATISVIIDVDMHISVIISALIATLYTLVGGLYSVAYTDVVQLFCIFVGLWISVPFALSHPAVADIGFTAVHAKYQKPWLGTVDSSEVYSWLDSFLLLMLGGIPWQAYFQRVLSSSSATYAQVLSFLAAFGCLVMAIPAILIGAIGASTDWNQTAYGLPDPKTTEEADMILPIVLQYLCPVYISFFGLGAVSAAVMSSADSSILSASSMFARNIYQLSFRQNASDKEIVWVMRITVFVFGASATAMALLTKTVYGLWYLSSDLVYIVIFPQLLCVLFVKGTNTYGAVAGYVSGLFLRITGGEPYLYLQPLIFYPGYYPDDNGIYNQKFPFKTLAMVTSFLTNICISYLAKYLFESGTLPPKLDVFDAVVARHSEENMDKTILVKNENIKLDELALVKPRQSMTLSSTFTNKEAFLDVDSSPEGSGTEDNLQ
* = called active by the depositor; i = inactive; . = not tested or not shown.

The opening 2 compounds (preview)
Structure | CHT block | Kir21 block
COc1ccc(CNC(=O)C2CCCN(S(=O)(=O)c3c(C)nn(C)c3C)C2)cc1 (stereo unspecified) | i | 0.13
COc1cccc(/C=N/NC(=O)CSc2ccccc2C)c1O | i | -2.48

Results, from the first entry:
Structure | CHT block | Kir21 block
COc1ccc(CNC(=O)C2CCCN(S(=O)(=O)c3c(C)nn(C)c3C)C2)cc1 (stereo unspecified) | i | 0.13
COc1cccc(/C=N/NC(=O)CSc2ccccc2C)c1O | i | -2.48
NC(=O)c1c(NC(=O)CN2CCCC2)sc2c1CCCC2 | i | -0.89
N#CC(C(=O)NC1CCCCC1)c1nc2ccccc2nc1N1CCN(c2ccccc2F)CC1 (stereo unspecified) | i | .
Cn1cc([N+](=O)[O-])c(C(=O)Nc2ccc(C(=O)N3CCCCC3)cc2)n1 | i | 0.26
CCN1CCCC1CNC(=O)C(=O)Nc1ccccc1OC (stereo unspecified) | i | -0.04
COc1ccc(NC(=O)c2ccccc2SC)c(OC)c1 | i | 0.79
O=C(NCc1c[nH]c2ccccc12)c1ccccc1 | i | 0.82
CCN(CC)C(=S)Nc1ccc(C(=O)OC)cc1 | i | 0.07
Cn1cc(CN2CCC(C(=O)N3CCCCC3)CC2)c(-c2ccccc2F)n1 | i | -0.18
CCn1c2ccccc2c2cc(NC(=O)CSc3nccc(=O)[nH]3)ccc21 | i | 1.32
Cn1cc(-c2ccccc2C(=O)O)c(=O)c2ccccc21 | i | 1.09
COC(=O)C[C@H]1c2cc(F)ccc2S(=O)(=O)N1c1ccccc1 | i | -2.16
Cc1ccc2nc(S(=O)(=O)O)[nH]c2c1 | i | 0.65
COc1ccc(/C=N/NC(=O)COc2cc(C)cc(C)c2)cc1COC(C)=O | i | 1
Cc1ccc(S(=O)(=O)N2CCN(C(=O)CN3C(=O)NC4(CCCCC4)C3=O)CC2)c(C)c1 | i | -0.09
COc1ccc(-c2csc(NC(=O)C3CC(=O)N(Cc4ccco4)C3)n2)cc1 (stereo unspecified) | i | -0.07
CCCc1nnc(NC(=O)C2CCN(C(=O)C3CC(=O)N(c4ccc(C)cc4)C3)CC2)s1 (stereo unspecified) | i | 1.76
Cn1nc(C(C)(C)C)cc1C(=O)NNC(=O)c1ccc(C(F)(F)F)cc1 | i | -0.57
O=[N+]([O-])c1cc(S(=O)(=O)C(F)(F)F)ccc1NCC1CCCO1 (stereo unspecified) | i | 0.75
COC(=O)c1cc([N+](=O)[O-])c(-n2cncn2)c([N+](=O)[O-])c1 | . | -7.7*
O=C(CN1C(=O)c2cccnc2Oc2ccc(Cl)cc21)NCCC1=CCCCC1 | i | -0.36
COc1ccc(C(=O)/C=C2\NCCc3cc(OC)c(OC)cc32)cc1OC | i | -4.43
NC(=O)C1CCN(CC(=O)Nc2cccnc2Cl)CC1 | i | 1.42
Cc1ccccc1CN1CCN(S(=O)(=O)c2cccc3nsnc23)CC1 | i | 1.12
CCO[C@@H]1OC(C(=O)NCc2ccccc2)=C[C@H](c2ccccc2)[C@H]1CCCO | i | 1.27
CN1C(=O)C2(C(C#N)=C(N)Oc3c2oc(CO)cc3=O)c2ccccc21 (stereo unspecified) | i | -0.78
COC(=O)/C(=C\c1cc(OC)c(OC)c(OC)c1)c1nc2ccccc2[nH]1 | i | -1.26
CCCCCCCNc1cccc(C)c1 | i | -1.8
O=C(Nc1cccc(/C=C/c2nc3ccccc3c(=O)[nH]2)c1)c1ccccc1Cl | i | -0.06
O=C(N/N=C/c1ccc2c(c1)OCCO2)c1ccncc1 | i | -0.31
O=C(O)CCN1c2ccccc2Sc2ccccc21 | i | 1.23
CC(C)(C)C1CCC(C(=O)Nc2nccs2)CC1 (stereo unspecified) | i | -0.68
COCCn1c(C)cc(/C=C2/SC(=O)N(C(C)C(=O)OC)C2=O)c1C (stereo unspecified) | i | 0.04
Cc1cc(C(=O)Nc2ccccc2)oc1C | i | -0.08
CC(C)Oc1ccc(NC(=O)Oc2ccccc2)cc1 | i | 0.12

3 entries picked at random from those above:
Structure | CHT block | Kir21 block
COCCn1c(C)cc(/C=C2/SC(=O)N(C(C)C(=O)OC)C2=O)c1C (stereo unspecified) | i | 0.04
CCCCCCCNc1cccc(C)c1 | i | -1.8
CC(C)Oc1ccc(NC(=O)Oc2ccccc2)cc1 | i | 0.12

Other results.
Structure | CHT block | Kir21 block
CCOC(=O)/C(C#N)=C/c1c(Oc2cccc(C)c2)nc2c(C)cccn2c1=O | i | -1.69
O=C(NC1CC1)C1CCN(c2nc3ccccc3s2)CC1 | i | 0.95
CC(=O)c1cccc(NC=C2C(=O)OC3(CCCCC3)OC2=O)c1 | i | 1.47
Cc1ccc2c(c1)NC(=O)C(CC(=O)NCCN(C)C)O2 (stereo unspecified) | i | 1.16
Cc1cc(C)c(NC(=O)CCN2C(=O)c3ccccc3S2(=O)=O)c(C)c1 | i | -1.11
Cc1nnc(N/N=C\c2ccc(-c3cccc(C(=O)O)c3)o2)n1N | i | -0.65
O=C(Nc1ccc2nc[nH]c2c1)c1ccco1 | i | 0.8
O=C(O)c1ccc(NC(=O)c2ccccc2NC(=O)c2cccc(F)c2)cc1 | i | 0.66
CN(Cc1ccon1)Cc1cn(C)nc1-c1ccc2c(c1)OCCO2 | i | 0.33
O=C(Nc1ccc([N+](=O)[O-])cc1)C1COc2ccccc2O1 (stereo unspecified) | i | -0.38
CN(C)C(=O)N1CCC(C(=O)NCc2ccc(F)cc2Cl)CC1 | i | 0.68
O=C(N/N=C/c1ccc([N+](=O)[O-])o1)c1ccccc1-n1cccc1 | i | 1.47
Cc1ccc(OCC(=O)c2cc(C)n(-c3ccccc3)c2C)c([N+](=O)[O-])n1 | i | -1.17
CC(=O)NC1(C(F)(F)F)N=C(c2ccccc2)NC1=O (stereo unspecified) | i | 0.07
COc1ccc(/C=N/NC(=O)c2ccc3nc[nH]c3c2)c(OC)c1OC | i | -1.35
CCCn1c(=NC(=O)CS(=O)(=O)c2ccccc2)sc2cc(S(C)(=O)=O)ccc21 | i | -0.16
CCc1ccc(N2CC(C(=O)Nc3cc(C)on3)CC2=O)cc1 (stereo unspecified) | i | -0.12
Cc1nn(C)cc1CN(C)C(=O)c1cc2nc(-c3ccco3)cc(C(F)(F)F)n2n1 | i | -0.65
O=[N+]([O-])c1ccc(N2CCN(C(=S)NC3CCCCC3)CC2)cc1 | i | 0.06
COc1ccc(-c2ccc(/C=C3/C(=N)N4C(C)=CSC4=NC3=O)o2)c([N+](=O)[O-])c1 | i | 0.21
Cc1cccc(-n2c(O)c(C=Nc3ccccc3O)c3ccccc3c2=O)n1 | i | 0.08
O=C(Nc1cccc(Cl)c1)c1cc(S(=O)(=O)N2CCCCC2)c[nH]1 | i | -0.7
Cc1ccc2cc(COC(=O)c3cccc([N+](=O)[O-])c3)c(=O)[nH]c2c1 | i | 0.13
COC(C[C@H](O)CC(=O)[C@H](C)OCc1ccccc1)OC | . | 0.2
CCN(CC)CCCn1c2c(c(SCC(=O)Nc3cc(OC)cc(OC)c3)nc1=O)CCC2 | i | -0.79
COc1ccc(NC(=O)C2CCN(c3nc(-c4ccc(OC)cc4)no3)CC2)cc1 | i | -0.55
Cn1cnc2c1c(=O)n(CC(O)CO)c(=O)n2C (stereo unspecified) | i | -0.45
COc1cccc(C(=O)N2CCC(C(=O)NCc3ccc(C)cc3)CC2)c1 | i | 0.04
O=C(NC1CCCC1)C(c1ccc(F)cc1)N(C(=O)Cc1cccs1)c1ccc2c(c1)OCCO2 (stereo unspecified) | i | -1.36
O=C(CCCN1C(=O)CCC1=O)Nc1ccccc1F | i | -1.11
O=C1c2ccccc2C(=O)N1CC1CCCO1 (stereo unspecified) | i | 0.32
Cc1ccc(N2CC(C(=O)NCC3CCCO3)CC2=O)cc1Cl (stereo unspecified) | i | -0.43
COc1ccc(-n2c(SCc3ccc(C#N)cc3)nnc2-c2ccccn2)cc1 | i | -0.7
CC1CCC(N2CCN(C(=O)c3ccccc3F)CC2)CC1 (stereo unspecified) | i | -1.64
Cc1cccc(OCc2ccc(C(=O)Nc3cc(C)on3)o2)c1 | i | 1.11
O=C(O)c1cccc2c1C(=O)c1cccc3snc-2c13 | i | 1.55
Cc1ccc(CSCC(=O)N(CCC(C)C)c2c(N)n(Cc3ccccc3)c(=O)[nH]c2=O)cc1 | i | 0.3
Cc1cccc(-c2nc(S(=O)(=O)c3ccc(F)cc3)c(NCCCN3CCOCC3)o2)c1 | i | 0.49
O=C(Cn1nnc(-c2ccccc2)n1)N1CCCCC1 | i | 1.26
O=C(NCCCN1CCN(c2cccc(Cl)c2)CC1)c1ccc(N2CCCC2=O)cc1 | i | 0.08
CN(CC(=O)Nc1cccc(F)c1)CC(=O)Nc1ccccc1[N+](=O)[O-] | i | -1.49
c1ccc2cc(OCc3nc4ccccc4[nH]3)ccc2c1 | i | -0.01
Cc1occc1C(=O)N/N=C/C1=C(N2CCOCC2)C(=C\c2ccc(Cl)cc2)/CC1 | i | -1.83
C#CCOCCOCCOCCNc1nc(N2CCN(C(=O)CCCCCCCCCCNC(=O)Cn3cc(CCCCCN)nn3)CC2)nc(N2CCN(C(=O)CCCCCCCCCCNC(=O)[C@H](CO)n3cc(CCCCCN)nn3)CC2)n1 | i | .
COc1ccccc1NC(=O)C(=O)N/N=C/c1cccs1 | i | 0.92
O=C(Nc1ccc(C(=O)OC[C@@H]2CCCN3CCCC[C@H]23)cc1)c1cccc(Br)c1 | i | -2.72
COc1ccc(OC)c(S(=O)(=O)NCCCc2ccccc2)c1 | i | -2.47
C=CCOc1ccc(/C=C/C(=O)Nc2ccc(C(=O)NC)cc2)cc1 | i | -0.1
Cc1oc2c(C)c(O)ccc2c(=O)c1-c1nncn1-c1ccccc1 | i | -0.6
O=C(c1ccc(Br)o1)N1CCc2ccccc21 | i | -1.44
N#CC1(c2ccccc2)CCCN1C(=O)c1ccccc1Br (stereo unspecified) | i | -1.52
COc1cc(/C=N/O)cc(Br)c1OC | i | 4.96
O=C(CCn1cnc2ccccc2c1=O)Nc1ccc(S(=O)(=O)N2CCCC2)cc1 | i | -1.25
Cc1ccc2c(c1)N(CC(=O)NC1CCC(C)CC1)C(=O)CO2 (stereo unspecified) | -5.87* | -0.02
COc1ccc(-n2c3c(cc(C(=O)N4CCC(C)CC4)c2=O)C(=O)CC(C)(C)C3)cc1 | i | -0.01
Nc1ccc(C2(c3ccc(N)cc3)OC(=O)c3ccccc32)cc1 | i | 0.24
Cn1c(-c2ccccc2)c(C(=O)CC#N)c2ccccc21 | i | -0.02
O=c1c2ccccc2n2c(-c3cccc(F)c3)nnc2n1Cc1ccccc1 | i | 1
COc1ccc(NC(=S)N2CCC(c3ccc(C)cc3)C2)cc1 (stereo unspecified) | i | 1.36
Cc1nc2nc(COc3ccccc3)[nH]n2c(=O)c1Cl | i | -0.22

Additional compounds follow:
Structure | CHT block | Kir21 block
Cc1ccc(C(=O)COC(=O)c2cccc(NC(=O)c3ccc([N+](=O)[O-])cc3[N+](=O)[O-])c2)cc1 | i | -0.49
CCOC(=O)[C@H]1[C@H]2COc3ccc(C)cc3[C@@H]2N2C(=O)c3ccc(F)cc3NC(=O)[C@@]12C | i | .
CCn1c(=O)c(C(=O)Nc2ncccc2O)c(O)c2ccccc21 | i | 0.29
O=C(C1CC(=O)N(c2ccc(F)cc2)C1)N1CCCCC1 (stereo unspecified) | i | 0.43
Cc1ccc(CNC(=O)CN(c2cccc([N+](=O)[O-])c2)S(C)(=O)=O)cc1 | i | 0.11
O=C(NCCN1CCCC1)c1cccc(Cl)c1 | i | 3.16
CC(C)C(=O)NC(=S)Nc1ccc(S(=O)(=O)N2CCCC2)cc1 | i | -0.64
Cc1ccccc1CCN1CCCC(CN(C)CC(C)(C)C)C1 (stereo unspecified) | i | -0.31
COc1cccc(C2CC(c3cccs3)=NN2C(=O)CSC2=NCCS2)c1OC (stereo unspecified) | i | 0.38
CC(/C=N/Nc1nc(N2CCCCC2)nc(N2CCCCC2)n1)=C\c1ccccc1 | i | -0.02
Cc1cccc(NC(=O)CSc2nnc(-c3ccco3)n2CC2CCCO2)n1 (stereo unspecified) | i | 0.05
S=C(NCC1CCCO1)Nc1ccc(Cl)cc1 (stereo unspecified) | i | 0.71
CCn1ncc(Br)c1C(=O)Nc1cc(C)on1 | . | 0.98
Cc1ccccc1CN1C[C@@H]2C[C@@H](c3ccc4nsnc4c3)N3CCC[C@@]23C1=O | i | 1.49
Cc1c(C(=O)O)sc(=S)n1CCOc1ccccc1 | i | 3.11
Cc1cccc(NC(=O)COc2cccc3c2CCN(C)C3=O)c1C | i | -0.01
Cc1ccc(NC(=O)/C=C/c2ccco2)nc1 | i | 2.69
COc1cccc(CNC(=O)Cn2c(=O)oc3ccccc32)c1OC | i | 2.25
O=C(Nc1nc2c(s1)CCCC2)c1cccs1 | i | .
CC(=O)N[C@@H](C)C(=O)N1CCN(S(=O)(=O)c2ccc(Cl)cc2)CC1 | i | 0.43
O=C(CCCC(=O)N1CCN(c2cccc(Cl)c2)CC1)c1ccccc1 | i | -0.54
COc1ccc(NC(=O)CN2CCN(C(=S)NC3CCCC3)CC2)cc1 | -6.29* | 0.78
CCCn1c(SC2C(=O)CC(C)(C)CC2=O)nc2c1c(=O)n(C)c(=O)n2C | i | -1.55
CCOC(=O)c1cnn(-c2ccccc2)c1-c1ccncc1 | i | 2.55
O=[N+]([O-])c1ccc(Oc2ncccn2)cc1 | i | 1.04
Cc1ccc(NC(=O)c2noc3c2CCCCC3)cc1 | i | -0.11
